Screening results deposited in PubChem by several laboratories.
Rtt109 Vps75 = C. albicans Rtt109 histone acetyltransferase inhibition. Q5AAJ8. purified Rtt109/Vps75, ThioGlo CoA-SH fluorescence, 4 h. inhibition, % at 34.9 µM. 330,000 compounds, 0.16% hits;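 active = inhibition of at least 50% in every replicate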
Target sequence (Q5AAJ8 whole entry, looked up): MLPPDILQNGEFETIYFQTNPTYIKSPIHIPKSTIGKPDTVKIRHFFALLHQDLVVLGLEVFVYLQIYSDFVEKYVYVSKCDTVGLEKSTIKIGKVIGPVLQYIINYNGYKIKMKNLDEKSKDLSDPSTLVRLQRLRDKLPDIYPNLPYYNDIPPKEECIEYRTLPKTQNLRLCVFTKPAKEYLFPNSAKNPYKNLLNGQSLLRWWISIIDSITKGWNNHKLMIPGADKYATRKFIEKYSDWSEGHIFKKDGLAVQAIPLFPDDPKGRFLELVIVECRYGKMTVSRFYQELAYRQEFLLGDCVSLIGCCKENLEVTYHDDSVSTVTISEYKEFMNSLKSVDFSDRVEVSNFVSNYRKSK
Keap1-Nrf2 PPI = disrupts human Keap1 binding to Nrf2 peptide. Q14145. Keap1 Kelch-Nrf2 peptide fluorescence polarization, 1536-well. inhibition, % at 9.4 µM. 340,000 compounds, 0.15% hits. AID 504523; in the data active = inhibition above about 12%;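 also: human Keap1 Kelch domain with fluorescein labeled Nrf2 9mer peptide probe; 0% = neutral control wells and 100% = peptide positive control; higher means more block of Keap1 binding to Nrf2 peptide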
LANA DNA inh = inhibitors of KSHV LANA C-terminal domain DNA binding. inhibition, % at 9 µM. MBP-C-LANA/FAM-LBS DNA binding, fluorescence polarization. AID 504423. 340,000 compounds, 0.078% hits;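 active = highest replicate inhibition at or above 60% at 9 µM, even if other replicates fall short; inactive = all replicates below 60% inhibition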;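 also: 0% = neutral control wells and 100% = 4 µM acridine orange control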
DAGLB inhibitor = diacylglycerol lipase beta (human) inhibition. Q8NCG7. HEK293T DAGLB membrane lysate, EnzChek fluorogenic substrate. inhibition, % at 5.17 µM. 340,000 compounds, 0.059% hits. AID 504411; in the data active = inhibition above about 34%;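 also: 0% = enzyme with vehicle and 100% = wells lacking enzyme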
Target sequence (Q8NCG7 whole entry, looked up): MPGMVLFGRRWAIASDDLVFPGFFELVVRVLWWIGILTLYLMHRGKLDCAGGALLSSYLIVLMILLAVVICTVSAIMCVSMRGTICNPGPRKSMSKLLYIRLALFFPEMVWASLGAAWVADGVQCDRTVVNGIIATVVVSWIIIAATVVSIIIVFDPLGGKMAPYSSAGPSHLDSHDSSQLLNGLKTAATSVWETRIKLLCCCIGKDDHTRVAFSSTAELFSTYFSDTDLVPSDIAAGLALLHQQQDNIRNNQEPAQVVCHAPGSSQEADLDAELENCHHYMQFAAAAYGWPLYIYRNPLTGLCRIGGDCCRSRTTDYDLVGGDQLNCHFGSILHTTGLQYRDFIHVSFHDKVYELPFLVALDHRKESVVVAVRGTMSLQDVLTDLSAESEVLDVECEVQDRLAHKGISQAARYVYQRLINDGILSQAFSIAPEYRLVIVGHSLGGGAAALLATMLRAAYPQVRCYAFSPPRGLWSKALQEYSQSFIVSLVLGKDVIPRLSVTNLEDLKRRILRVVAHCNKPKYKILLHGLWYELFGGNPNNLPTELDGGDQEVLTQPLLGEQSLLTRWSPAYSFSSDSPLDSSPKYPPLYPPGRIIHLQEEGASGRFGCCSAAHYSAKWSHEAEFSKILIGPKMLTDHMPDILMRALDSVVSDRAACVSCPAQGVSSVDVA
Cardiac RTF inh = cardiac RTF calcium desensitization. P19429+P45379. IANBD-labeled cardiac RTF, Ca2+ fluorescence. inhibition, % at 7.15 µM. 340,000 compounds, 0.12% hits. AID 493244;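 active = inhibition above the mean inhibition of all tested compounds plus 3 SD, cut at about 17% in these data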;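 also: assay run at fixed EC70 calcium of 1.6 mM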
SR-BI DiI-HDL act = enhances SR-BI lipid uptake from DiI-HDL. activation, % at 12.5 µM. CHO ldlA[mSR-BI] cells, DiI-HDL uptake fluorescence, 3 h; 100 = double the neutral-control signal. 320,000 compounds, 0.096% hits;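 active = mean replicate activation of at least 60% and every replicate at or above 60%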;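 also: 0% = median plate neutral-control signal and 100% = twice that signal; values of inactives mirror those of a sister screen read the other way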
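Test system: SR-BI-overexpressing, LDLR-lacking CHO cells; Medium: Ham's F12 with 0.5% BSA, HEPES 25 mM, pH 7.4; Schedule: 3 h, 37 °C; Technique: bottom-read fluorescence, 550/595 nm.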
PKA-R2B act = PKA-R2B complex activation. PKA-R2B holoenzyme dissociation, Cy5-IP20 fluorescence polarization; R2B truncated from residue 108, S112A mutant; 0% DMSO only, 100% 113 µM cGMP. AID 504700. activation, % at 11.4 µM. 340,000 compounds, 0.079% hits;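 active = activation above a cutoff set at the mean over all compounds plus 3 SD, cut at about 18% in these data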;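 also: higher means more holoenzyme dissociation and a rise in polarization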
CAL PDZ FP-1 = inhibitors of human CAL PDZ peptide binding; purified CAL PDZ, TMR-peptide fluorescence polarization, 1 h; inhibition, % at 20 µM; 330,000 compounds, 0.02% hits; AID 504414;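 active = highest replicate inhibition of at least 40%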;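 also: plate controls were DMSO neutral control wells for no effect and unlabeled competitor peptide control wells for full effect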
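Test system: tagged CAL PDZ domain / Buffer or medium: sodium phosphate/NaCl buffer pH 7.4 with TCEP, IgG, Thesit / Reagent: TMR-labelled reporter peptide T*-PRC34 bound in PDZ groove / Compound dosing: single point, 20 µM / Schedule: 1 h incubation at room temperature before polarization reading / Technique: fluorescence polarization (mP) / Benchmarks: unlabelled peptide, DMSO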
CAL PDZ FP-2 = CAL PDZ (human) peptide binding inhibition; Q9HD26; inhibition, % at 24.9 µM; 300,000 compounds, 0.92% hits; AID 602252; purified CAL PDZ, TMR-peptide fluorescence polarization, 1 h;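 active = mean inhibition of at least 30% with at least half of replicates also reaching 30%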;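 also: 0% = DMSO neutral control and 100% = excess unlabeled competitor peptide PRC23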
RTF Ca sens act = increases calcium sensitivity of human cardiac regulated thin filaments; IANBD-labeled TnC RTF fluorescence at EC20 calcium; 0% EC20 calcium, 100% full calcium; AID 493008; activation, % at 7.2 µM; 340,000 compounds, 0.24% hits;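 active = activation above the mean over all tested compounds plus 3 SD, cut at about 30% in these data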;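 also: rise in fluorescence read as greater calcium sensitivity of cardiac thin filaments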
Starred values were filed as active, the others as inactive; nt = not tested or not shown.

entry	SMILES	Rtt109 Vps75	Keap1-Nrf2 PPI	LANA DNA inh	DAGLB inhibitor	Cardiac RTF inh	SR-BI DiI-HDL act	PKA-R2B act	CAL PDZ FP-1	CAL PDZ FP-2	RTF Ca sens act
1	COC(=O)c1c(C)[nH]c(C(=O)OCC(=O)N2c3ccccc3NC(=O)C2(C)C)c1C	9	-1	0.1	-2	-8	9	-14	-0.7	-10	-6
2	Cc1cccc(N=C2NC(=O)/C(=C/C=C/c3ccco3)S2)c1	-13	-4	-0.9	12	11	-29	-4	-2.9	-3	2
3	Cc1ccc(CCNC(=O)C2CC(c3ccc(C(F)(F)F)cc3)=NO2)cc1 (stereo not given)	-6	-1	0.2	-6	-6	4	-4	0.0	-3	-3
4	CCCc1ccc(C(=O)Cn2nc(C(=O)O)c3ccccc3c2=O)cc1	-10	1	1.4	-1	-1	2	-8	-1.4	0	-1
5	O=C(CCC(=O)c1cccs1)Nc1nc2ccccc2s1	0	0	-0.6	-1	4	8	-3	-0.1	-4	-4
6	Cc1ccc(NC(=O)C2CCN(S(C)(=O)=O)CC2)c(C)c1	2	-5	-4.7	1	-7	-16	-8	-0.8	-7	2
7	Cc1ccc2c(c1)N1C(=O)c3ccccc3C1C1=C(CC(C)(C)CC1=O)N2 (stereo not given)	14	-4	-0.9	-4	-1	-7	-1	-0.3	-2	-3
8	CNC(=S)Nc1cc(C(F)(F)F)ccc1Cl	8	-5	-0.4	0	2	5	-7	-0.4	0	-12
9	CCOC(=O)C1CCN(c2cc3c(cc2NC(=O)c2ccccc2Cl)n(C)c(=O)n3C)CC1	-7	-2	0.5	3	-2	nt	-12	-2.5	-1	-4
10	O=C(NCC(=O)N(c1ccc(F)cc1)C(C(=O)NC1CCCCC1)c1ccncc1)c1ccco1 (stereo not given)	12	-5	0.9	-3	7	19	-2	-0.7	-2	-6
11	CCN(Cc1ccncc1)Cc1ccc(OC)c(OC)c1	-1	4	1.6	-3	-5	12	-3	nt	-1	-2
12	O=S(=O)(c1cccc(F)c1)N1CCN(C(=S)NCc2ccccc2)CC1	1	-6	13	0	-6	-15	8	1.1	-1	3
13	O=C(COc1ccccc1Br)N1CCNC1=O	3	-2	-1.0	1	0	10	0	-2.1	-3	-3
14	CCOc1ccccc1NC(=O)COC(=O)c1nc2nccc(C)n2n1	12	0	0.0	-1	2	-38	4	-0.3	nt	-1
15	O=c1cc(NC2CCCCCC2)[nH]c(=O)[nH]1	-4	-3	-0.3	0	-1	21	3	-0.8	-2	3
16	COc1ccc(CCNC(=O)Cc2nn(C)c(=O)c3ccccc23)cc1OC	-4	-2	1.3	-2	5	18	1	-2.8	-4	4
17	CCOC(=O)C1(Cc2cccc(Cl)c2)CCCN(C(=O)c2cn[nH]c2)C1 (stereo not given)	22	2	0.3	-1	1	-44	-1	-2.0	5	-2
18	Cc1nn(C)c(C(=O)NC(=S)Nc2ccccc2O)c1Cl	-4	3	0.2	-1	-3	15	-1	-4.0	-2	-5
19	Cc1cc(NC(=O)COC(=O)c2cccc(S(=O)(=O)N3CCOCC3)c2)no1	3	4	-2.1	2	-3	7	8	0.1	0	-4
20	CCc1ccc(OCc2nnc(SCCN3CCOCC3)n2C)cc1	-3	-4	-2.4	1	7	17	-7	-2.7	0	7
21	N#Cc1c(-c2cccs2)cc(C2CC2)nc1SCC(N)=O	2	2	-1.1	-3	-1	-6	11	-1.5	-1	4
22	N#Cc1sc2nc(-c3cccs3)cc(-c3ccc(F)cc3)c2c1N	3	1	1.4	-4	-9	-82	-4	-2.0	0	-12
23	Cc1ccc(CNS(=O)(=O)c2c(C)[nH]c(=O)[nH]c2=O)cc1	1	-4	-3.1	0	-3	14	3	0.4	-4	2
24	COc1cccc(/C=N/NC(=O)C(=O)NCc2cccnc2)c1	3	0	-0.1	-1	-7	29	-1	-2.7	-3	4
25	O=C(Nc1ccc(C(=O)NC2CCCCC2)cc1)c1cccnc1	3	-1	-1.0	-2	-13	12	-8	0.6	1	9

Exported with values under each structure: entries from further up
Screens in order – Rtt109 Vps75 | Keap1-Nrf2 PPI | LANA DNA inh | DAGLB inhibitor | Cardiac RTF inh | SR-BI DiI-HDL act | PKA-R2B act | CAL PDZ FP-1 | CAL PDZ FP-2 | RTF Ca sens act
(15) O=c1cc(NC2CCCCCC2)[nH]c(=O)[nH]1
    -4 | -3 | -0.3 | 0 | -1 | 21 | 3 | -0.8 | -2 | 3
(22) N#Cc1sc2nc(-c3cccs3)cc(-c3ccc(F)cc3)c2c1N
    3 | 1 | 1.4 | -4 | -9 | -82 | -4 | -2.0 | 0 | -12
(9) CCOC(=O)C1CCN(c2cc3c(cc2NC(=O)c2ccccc2Cl)n(C)c(=O)n3C)CC1
    -7 | -2 | 0.5 | 3 | -2 | nt | -12 | -2.5 | -1 | -4
(12) O=S(=O)(c1cccc(F)c1)N1CCN(C(=S)NCc2ccccc2)CC1
    1 | -6 | 13 | 0 | -6 | -15 | 8 | 1.1 | -1 | 3

Further entries.
entry	SMILES	Rtt109 Vps75	Keap1-Nrf2 PPI	LANA DNA inh	DAGLB inhibitor	Cardiac RTF inh	SR-BI DiI-HDL act	PKA-R2B act	CAL PDZ FP-1	CAL PDZ FP-2	RTF Ca sens act
26	CCOC(=O)c1c(C)[nH]c(C)c1S(=O)(=O)N(C)CC(=O)NCc1cccc(C)c1	-12	-1	0.1	3	-7	2	-8	-2.7	1	-1
27	O=C(N/N=C1\SCC(=O)N1CCc1ccccc1)c1cccs1	19	-5	0.9	-2	-9	-4	1	-0.3	8	4
28	O=C(COc1ccc(Cl)cc1)N1CCN(c2ncccn2)CC1	5	1	-2.0	1	5	12	15	0.3	2	5
29	O=[N+]([O-])c1cc(/C=N/n2cnnc2)ccc1N1CCCC1	5	-1	-1.1	2	-5	18	3	-2.1	-3	-2
30	COc1ccc(S(=O)(=O)NCC2CCCN(C(=O)c3cccs3)C2)cc1 (stereo not given)	0	3	-0.1	2	-4	-10	-5	-2.9	1	1
31	COCCN(C(=O)COC(=O)Cc1cccc(OC)c1)c1c(N)n(CC(C)C)c(=O)[nH]c1=O	0	-1	0.7	1	-9	1	2	-0.5	nt	-6
32	c1ccc2c(N3CCOCC3)nc(-c3ccncc3)nc2c1	-2	-6	-0.1	-2	1	-14	-15	-0.6	-3	-4
33	Cn1c(CC(=O)Nc2ccccc2)nnc1SCC(=O)c1ccccc1	4	-4	-2.0	-7	1	35	-1	-0.4	0	-7
34	CN(C)/C=C/C(=O)c1cc(F)cc(C(F)(F)F)c1	-7	0	0.1	5	-14	-2	-16	-0.6	-3	2
35	COc1cc(C)ccc1S(=O)(=O)NC1CC(C)(C)NC(C)(C)C1	8	-6	4.7	-1	1	-6	7	nt	-3	-3
36	Cc1ccc(NC(=O)c2cccc3c2C(=O)N(C2CCCCC2)C3)cc1	3	-1	-0.5	-3	-2	-27	1	-1.0	6	-6
37	COc1cc(/C=N/NC(=O)c2ccccn2)ccc1OC(=O)c1ccccc1Br	-4	-8	-0.9	-2	-1	-56	-2	-2.9	-1	-3
38	COc1ccc(C2C(C#N)=C(N)OC3=C2C(=O)CC(C)(C)C3)c(OC)c1OC (stereo not given)	-2	2	1.3	-2	-7	-4	-8	-2.0	4	4
39	CCOc1ccc(C2C(C#N)=C(N)N(N(C)C)C3=C2C(=O)CC(C)(C)C3)cc1 (stereo not given)	14	1	-0.7	-1	-5	-18	-8	0.0	8	4
40	COc1ccc(/C(N)=N/OC(=O)c2ccc(C)c([N+](=O)[O-])c2)cc1OC	-5	-6	1.5	2	0	-4	2	-0.6	4	8
41	Cn1c2ccccc2c(=O)c2cc(C#CC3=CCCCC3)ccc21	-50	-5	-0.5	1	-2	-1	5	-1.8	-3	6
42	CCc1ccc(CN(C)C(=O)c2cc(COc3cccc(C(F)(F)F)c3)on2)nc1	2	4	1.2	-2	-8	11	-1	-1.9	-4	-3
43	Cc1ccccc1-n1c(SCC(=O)c2c(N)n(C)c(=O)n(C)c2=O)nnc1-c1cccnc1	2	-1	1.9	2	2	6	8	-2.1	-5	9
44	O=C(O)C1CCCN1S(=O)(=O)c1ccc(Br)cc1 (stereo not given)	3	-1	0.1	-5	0	14	13	nt	1	-4
45	Oc1c(Cl)cc(Cl)cc1C1Nc2ccccc2-n2cccc21 (stereo not given)	-4	-4	1.2	-2	-12	9	-10	0.8	-8	-5
46	O=C(O)c1cc2c(cc1Br)OCCCO2	1	-4	2.4	-2	4	8	-5	-0.2	-4	1
47	COc1ccc(CNc2ncnc3cc(Cl)ccc23)cc1	-1	0	1.3	1	-1	1	-1	-4.2	1	1
48	CCN1C(=O)/C(=C2/Sc3ccc(OC)cc3N2C)SC1=Nc1cccc(O)c1	-7	-1	-0.2	3	-4	-94	-3	-1.8	-1	-1
49	CC(=NNC(=S)Nc1ccccc1Cl)c1ccccn1	-4	-2	-0.1	7	-4	-50	-11	-1.6	-1	-9
50	CC(C)CNC(=S)N1CCN(C)CC1	-3	-2	-0.8	-2	3	21	1	-3.1	-5	-4
51	COc1ccc2c(c1OC)C(=O)OC2Nc1nc(-c2cccc([N+](=O)[O-])c2)cs1 (stereo not given)	1	-4	-1.2	2	-5	13	-9	-1.1	nt	11
52	COc1ccc2nc(NC(=O)CC3Oc4ccccc4NC3=O)sc2c1 (stereo not given)	-2	-8	1.6	7	-16	nt	3	-1.4	-4	5
53	CCOC(=O)Cc1csc(/C(=N/O)C(N)=O)n1	-7	3	1.7	2	0	16	-1	0.3	3	-7

Pulled by structure from the entries so far:
entry	SMILES	Rtt109 Vps75	Keap1-Nrf2 PPI	LANA DNA inh	DAGLB inhibitor	Cardiac RTF inh	SR-BI DiI-HDL act	PKA-R2B act	CAL PDZ FP-1	CAL PDZ FP-2	RTF Ca sens act
49	CC(=NNC(=S)Nc1ccccc1Cl)c1ccccn1	-4	-2	-0.1	7	-4	-50	-11	-1.6	-1	-9
31	COCCN(C(=O)COC(=O)Cc1cccc(OC)c1)c1c(N)n(CC(C)C)c(=O)[nH]c1=O	0	-1	0.7	1	-9	1	2	-0.5	nt	-6
41	Cn1c2ccccc2c(=O)c2cc(C#CC3=CCCCC3)ccc21	-50	-5	-0.5	1	-2	-1	5	-1.8	-3	6

Shown with one line to a screen: entries from further up
50	CC(C)CNC(=S)N1CCN(C)CC1
36	Cc1ccc(NC(=O)c2cccc3c2C(=O)N(C2CCCCC2)C3)cc1
compound no.	50	36
Rtt109 Vps75	-3	3
Keap1-Nrf2 PPI	-2	-1
LANA DNA inh	-0.8	-0.5
DAGLB inhibitor	-2	-3
Cardiac RTF inh	3	-2
SR-BI DiI-HDL act	21	-27
PKA-R2B act	1	1
CAL PDZ FP-1	-3.1	-1.0
CAL PDZ FP-2	-5	6
RTF Ca sens act	-4	-6
